High-throughput results deposited in PubChem by National Center for Advancing Translational Sciences (NCATS).
ELG1 repair inh: ELG1-dependent DNA repair inhibition | 330,000 compounds, 2.3% hits | HEK293T ELG1-luciferase reporter, luminescence, 16 h; DNA damage induced by 5-fluorouridine | Potency, µM (doses to about 46.1 µM), inactives show at the top dose activity change, negative = inhibition, hits mostly inhibitors; further: potency means the concentration at half of the fitted maximal effect; on the % scale 0 is the no-effect control and ±100 the full control effect; nearly all actives have a fitted effect of over 55% in size
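Cells (2,000 per well) received 5-fluorouridine plus test compound or DMSO and were incubated 16 hr at 37 °C, 5% CO2. Luciferase activity was read by luminescence 30 min after ONE-Glo addition; signal suppression marked inhibition of damage-induced ELG1 function.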
Eya2 inh: Eya2 (human) phosphatase inhibition; recombinant Eya2, OMFP fluorescence dephosphorylation (OMFP is methylfluorescein phosphate); Potency, µM (doses to about 76.9 µM), without a hit: at the top dose activity, negative = inhibition, hits mostly inhibitors; 330,000 compounds, 0.006% hits; AID 488837; further: potency means the concentration at half of the fitted maximal effect; on the % scale 0 is the no-effect control and ±100 the full control effect
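Eya2 (0.2 uM) preincubated 10 min at ambient with compound, then OMFP substrate added at 50 uM; 10 min reaction in 50 mM HEPES pH 7.5, 50 mM NaCl, 5 uM MgCl2, 0.05% BSA, 1 mM DTT. Fluorescence read at Ex 485/Em 525 nm.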
Tb PFK inh: T. brucei PFK enzyme inhibition; 330,000 compounds, 0.17% hits; T. brucei PFK, ADP-Glo luminescence; O15648; Potency, µM (doses to about 57.5 µM), for the others: at the top dose activity, negative = inhibition, actives largely listed as inhibitors;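 further: potency means the concentration at half of the fitted maximal effect; 0% = uninhibited 1x PFK enzyme wells and -100% = no-enzyme wells; nearly all actives have a fitted effect of over 60% in size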
Target sequence (O15648 whole entry, looked up): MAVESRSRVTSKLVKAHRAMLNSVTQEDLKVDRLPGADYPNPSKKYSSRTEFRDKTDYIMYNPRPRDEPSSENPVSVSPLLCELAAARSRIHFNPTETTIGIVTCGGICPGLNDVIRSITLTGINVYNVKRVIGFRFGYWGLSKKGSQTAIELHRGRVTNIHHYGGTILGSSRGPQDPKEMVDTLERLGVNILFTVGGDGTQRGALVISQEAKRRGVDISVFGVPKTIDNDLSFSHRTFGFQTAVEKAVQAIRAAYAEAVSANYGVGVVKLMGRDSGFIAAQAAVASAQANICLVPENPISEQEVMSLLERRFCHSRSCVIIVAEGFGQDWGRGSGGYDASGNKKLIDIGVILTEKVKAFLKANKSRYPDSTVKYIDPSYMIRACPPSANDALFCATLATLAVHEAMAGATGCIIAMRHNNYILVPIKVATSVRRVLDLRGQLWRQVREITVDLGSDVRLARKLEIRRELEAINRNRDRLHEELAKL
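In TEA buffer at pH 8.0 with 5 mM MgCl2, enzyme (1.25 nM) converted F6P (0.5 mM) and ATP (0.1 mM) for 45 min at room temperature. ADP product was read by luciferase luminescence.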
TSHR antag: human thyrotropin receptor antagonism. 330,000 compounds, 0.2% hits. activity change, negative = inhibition, % at 11.5 µM. TSHR-expressing cells, TSH-stimulated cAMP HTRF, 2 h; stronger effect = lower value;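 active means activity change below a set negative limit, meaning inhibition stronger than a set level, cut at about -70% in these data; inconclusive means activity change between two set negative limits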; further: on the % scale 0 is the no-effect control and ±100 the full control effect
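Read-out is FRET at 665 nm (cryptate excitation 337 nm) from a cryptate-tagged anti-cAMP antibody, competed by cell cAMP against cAMP-d2. Compounds are tested on freshly harvested TSHR cells challenged with 4nM TSH (EC80) for 2 hours at 37 deg C.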
ASM inhibitor: blocks human secretory acid sphingomyelinase; 340,000 compounds, 0.006% hits; AID 504937; placental ASM, HMU-PC fluorogenic substrate, 60 min; Potency, µM (highest dose often 57.5 µM), for the others: top-dose activity change, negative = inhibition, hits mostly inhibitors; further: potency means the concentration at half of the fitted maximal effect
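qHTS format. ASM enzyme prepared from human placenta hydrolyses the fluorogenic substrate HMU-PC0 (9 uM final) over 60 min at 37 °C after a 10 min compound preincubation.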
Mito fusion yeast: blocks mitochondrial division or promotes mitochondrial fusion; 320,000 compounds, 0.23% hits; S. cerevisiae fusion-defective mutant growth rescue, CellTiterGlo 48 h; Potency, µM (doses to about 46.1 µM), without a hit: at the top dose growth rescue (activation), actives largely listed as activators;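 further: potency means the concentration at half of the fitted maximal effect; % of control where 0% means no effect; nearly all actives have a fitted effect of over 45% in size; temperature-sensitive fusion mutants such as fzo1-1 at 37 °C on non-fermentable ethanol glycerol medium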
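Read-out: ATP-based luminescence (CellTiterGlo, 10 min ambient) reporting growth of fusion-defective ts yeast after 48 hours at 37C on glycerol/ethanol YPEG medium in the presence of compound.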
AT treatment: potential ataxia-telangiectasia treatments restoring KAP-1 phosphorylation | AID 485349 | Potency, µM (titrated, usually from 57.5 µM), for inactives: at the top dose activation, hits mostly activators | […] A-T fibroblasts, KAP-1 phosphorylation AlphaLISA; neocarzinostatin DNA damage 30 min before lysis | 320,000 compounds, 0.19% hits; further: potency means the concentration at half of the fitted maximal effect; % of control where 0% means no effect; nearly all actives have a fitted effect of over 45% in size
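hTERT-immortalized A-T patient fibroblasts ([…]), 500 cells/well in OPTI-MEM, 1% FBS, got compounds for 60 min, then NCS for 30 min at 37C. Lysates were then assayed for phospho-KAP-1 by AlphaLISA (anti-pKAP1 donor, anti-KAP1 acceptor beads), 6 hr at 25C.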
TSG101-PTAP inh: blocks PTAP/TSG101 interaction to inhibit HIV-1 budding; Q99816; Fluorescence polarization, FITC-PTAP peptide / Tsg101 binding; Potency, µM (highest dose often 115 µM), inactives show top-dose activity change, negative = inhibition, usual class: inhibitors; 340,000 tested, under 10 active; active means well fitted inhibition curve with a large enough effect in the main read-out, with a control signal flat, not every such curve was filed as active; inconclusive means small, poorly fitted or top-dose-only effect, or effect the other way, or a change in a side signal; inactive means no such curve, though single readings can be large or run the other way; further: potency means the concentration at half of the fitted maximal effect; % of control where 0% means no effect
Target sequence (Q99816 whole entry, looked up): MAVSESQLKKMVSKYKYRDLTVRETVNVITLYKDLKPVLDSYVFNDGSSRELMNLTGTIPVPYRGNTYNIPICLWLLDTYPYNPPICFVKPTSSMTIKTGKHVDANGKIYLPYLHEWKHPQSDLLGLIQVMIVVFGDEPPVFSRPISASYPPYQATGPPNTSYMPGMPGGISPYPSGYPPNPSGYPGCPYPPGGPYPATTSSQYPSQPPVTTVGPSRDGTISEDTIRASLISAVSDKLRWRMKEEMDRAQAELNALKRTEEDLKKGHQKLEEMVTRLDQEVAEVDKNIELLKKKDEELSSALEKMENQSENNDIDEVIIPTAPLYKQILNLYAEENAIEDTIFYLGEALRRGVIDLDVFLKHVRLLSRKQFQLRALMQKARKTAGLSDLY
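Fluorescence polarization binding of Tsg101 binding domain (10 uM final) to FITC-labeled PTAP peptide (50 nM final) in HEPES pH 7.5 buffer with NaCl, Tween 20, EDTA, TCEP. Compounds added before peptide; binding 20 min at RT.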
a7 integrin act: integrin-mediated muscular dystrophy alleviation activation | alpha7betagal myoblasts, beta-gal FDG fluorescence, 48 h | Potency, µM (series often up to 38.3 µM), inactives show at the highest dose activation, hits mostly activators | 350,000 compounds, 0.064% hits;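 further: potency means the concentration at half of the fitted maximal effect; 100% = response of the positive control SU9516; nearly all actives have a fitted effect of over 60% in size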
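alpha7betagal+/- myoblasts (passage 13, 250/well) treated 48 h at 37C with compounds at 1:260 dilution of DMSO stock. Lysed, then beta-galactosidase activity read as FDG fluorescence (ex 480/em 540) after 30 min, with pre-read for autofluorescence.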
TCR act: activators of T cell receptors. primary human leukocytes, anti-CD3, IL-2 HTRF, 48 h. Potency, µM (highest dose often 9.22 µM), for the others: at the top dose activation of IL-2 secretion, hits mostly activators. 330,000 tested, under 10 active. AID 504894; further: % of control where 0% means no effect
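HTRF read-out of IL-2 secretion: europium cryptate donor excited at 320nm, d2 acceptor emission at 665nm. Cells were primary human leukocytes incubated 48 hr with compounds and a-CD3 beads, supplying TCR signal only.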
Chronic BCR inh: blocks chronic active B-cell receptor signaling. ABC-DLBCL IkBa-CBG/CBR reporter, luminescence ratio, 4 h. 340,000 compounds, 0.05% hits. AID 493014. Potency, µM (highest dose often 46.1 µM), for inactives: top-dose ratio change, negative = lower green/red ratio, hits mostly inhibitors; active means well fitted inhibition curve with a large enough effect in the signal ratio, with a control signal flat, not every such curve was filed as active; inconclusive means small, poorly fitted or top-dose-only effect, or effect the other way, or a change in a side signal; the % refers to the signal ratio;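 further: potency means the concentration at half of the fitted maximal effect; plate controls were basal doxycycline-induced cells for no effect and cells given 10 µM MG132 for full effect; MG132 reads +100%, hits lower the ratio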
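Concentration-response series (up to 46 uM) were applied to TMD8 dual-reporter cells for 4 h at 37C with doxycycline. Green/red ratio, after filter-overlap correction, defined %Activity; red signal alone was normalised to basal cells and zero luminescence.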
Active calls of the source: *; [ ] = another dose, or the depositor's remark. Unless noted, the call rests on the fitted dose curve; in most records, active means well fitted curve in the direction sought with a large enough effect; inconclusive means small, poorly fitted or top-dose-only effect, or another doubt; inactive means no such curve, though single readings can be large; an effect the other way counts as inactive or inconclusive.

CSCC[C@H](NC(=O)C1CCN(S(=O)(=O)c2ccc(C)cc2)CC1)C(=O)NCC1CCCO1 (some centres undefined) was read as ELG1 repair inh 9.0%, Eya2 inh -10.3%, Tb PFK inh -2.1%, TSHR antag 1.7, ASM inhibitor 2.4%, Mito fusion yeast -6.5%, AT treatment -1.6%, TSG101-PTAP inh -1.6%, a7 integrin act 17.7%, TCR act -2.2% and Chronic BCR inh 0.4%.
Cc1ccc(NC(=O)CSc2nc(=O)n(CCCN3CCOCC3)c3c2CCCC3)c(C)c1 was read as ELG1 repair inh 2.2%, Eya2 inh -2.2%, Tb PFK inh 9.0%, TSHR antag 1.7, ASM inhibitor 0.2%, Mito fusion yeast -5.5%, AT treatment -4.0%, TSG101-PTAP inh 2.1%, a7 integrin act 15.3%, TCR act -0.2% and Chronic BCR inh 6.8%.
`COC(=O)c1ccccc1NC(=O)CN1CCC(n2nnc3cc(F)ccc32)CC1` gave ELG1 repair inh -14.3%, Eya2 inh -20.3%, Tb PFK inh -5.9%, TSHR antag -12.4, ASM inhibitor -0.2%, Mito fusion yeast 4.7%, AT treatment 0.3%, TSG101-PTAP inh -2.0%, a7 integrin act 19.9%, TCR act -9.7% and Chronic BCR inh inconclusive.
`Nc1ccc(S(=O)(=O)Nc2ccc(S(N)(=O)=O)cc2)cc1` gave ELG1 repair inh 1.2%, Eya2 inh -3.1%, Tb PFK inh -3.3%, TSHR antag 1.4, ASM inhibitor -2.3%, Mito fusion yeast -0.4%, AT treatment 0.4%, TSG101-PTAP inh 2.3%, a7 integrin act 9.0%, TCR act -3.5% and Chronic BCR inh inconclusive.
For NC(=O)C1CCCN(C(=O)CN2C(=O)NC(c3ccccc3)(c3ccccc3)C2=O)C1 (centres undefined) the results were ELG1 repair inh -5.6%, Eya2 inh -25.1%, Tb PFK inh -1.0%, TSHR antag -6.0, ASM inhibitor 0.4%, Mito fusion yeast -0.6%, AT treatment 13.1%, TSG101-PTAP inh -5.0%, a7 integrin act 10.3%, TCR act -0.6% and Chronic BCR inh -7.8%.
CCCCNCCOCCOc1ccc(C)cc1[N+](=O)[O-] was read as ELG1 repair inh 5.8%, Eya2 inh 3.0%, Tb PFK inh 0.0%, TSHR antag 3.5, ASM inhibitor -0.4%, Mito fusion yeast -5.1%, AT treatment -7.9%, TSG101-PTAP inh -0.6%, a7 integrin act -37.0%[inhibitor], TCR act 3.4% and Chronic BCR inh -9.7%.
For O=C1CCCN1CCC1CCN(C2CC(=O)N(c3ccc(F)cc3)C2=O)CC1 (centres undefined) the results were ASM inhibitor 1.4%, Mito fusion yeast -19.1%, TSG101-PTAP inh -1.3%, a7 integrin act -7.5% and TCR act 1.7%.
For COc1ccc(C2(C(=O)Nc3ccc(OC)cc3OC)CCCC2)cc1 the results were ELG1 repair inh inconclusive, Eya2 inh -6.7%, Tb PFK inh 2.3%, TSHR antag 1.5, ASM inhibitor -7.3%, Mito fusion yeast 20.0%, AT treatment 5.7%, TSG101-PTAP inh -0.2%, a7 integrin act 2.0%, TCR act -5.9% and Chronic BCR inh -3.1%.
`CCc1c(-c2ccccc2)nc(N)c(C#N)c1-c1cccs1` gave ELG1 repair inh -6.1%, Eya2 inh -1.8%, Tb PFK inh -3.1%, TSHR antag -31.2, ASM inhibitor -0.8%, Mito fusion yeast 7.3%, AT treatment -4.9%, TSG101-PTAP inh 0.2%, a7 integrin act -4.3%, TCR act -5.5% and Chronic BCR inh 19.2%.
For Cc1ccccc1OCC(O)CN1CCN(CCN2C(=O)c3cccc4cccc(c34)C2=O)CC1 (centres undefined) the results were ELG1 repair inh 23.1µM*, Eya2 inh -2.0%, Tb PFK inh 10.2%, TSHR antag -12.2, ASM inhibitor -2.3%, Mito fusion yeast -7.2%, AT treatment 5.7%, TSG101-PTAP inh 1.1%, a7 integrin act -22.8%, TCR act -3.9%[46.1 µM] and Chronic BCR inh inconclusive.
For COc1cc(C(=O)OCC(=O)c2c(N)n(C)c(=O)n(C)c2=O)ccc1OCCC(C)C the results were ELG1 repair inh -2.6%, Eya2 inh -17.7%, Tb PFK inh -6.9%, TSHR antag -5.2, ASM inhibitor -1.7%, Mito fusion yeast 4.5%, AT treatment 5.4%, TSG101-PTAP inh -4.2%, a7 integrin act -5.6%, TCR act 1.1% and Chronic BCR inh inconclusive.
For CC(=O)N1CCN(c2ccc([N+](=O)[O-])c(NCc3cccnc3)c2)CC1 the results were ELG1 repair inh 19.9%, Eya2 inh 1.6%, Tb PFK inh 1.2%, TSHR antag -11.8, ASM inhibitor -12.3%, Mito fusion yeast 0.6%, AT treatment 2.6%, TSG101-PTAP inh 0.8%, a7 integrin act -15.2%, TCR act -8.8% and Chronic BCR inh -8.6%.
Screening O=c1[nH]c(=O)n([C@H]2C[C@H](O)[C@@H](CO)O2)cc1F returned ELG1 repair inh -1.9%, Eya2 inh 3.5%, Tb PFK inh -4.9%, TSHR antag -4.7, ASM inhibitor 6.3%, Mito fusion yeast -1.0%, AT treatment 22.5%, TSG101-PTAP inh -5.8%, TCR act 20.1% and Chronic BCR inh -1.0%.
For O=C(CCN1CCCCC1)N/N=C/c1ccc(Br)cc1 the results were ELG1 repair inh 0.7%, Eya2 inh -1.9%, Tb PFK inh -0.3%, TSHR antag -9.0, ASM inhibitor 0.8%, Mito fusion yeast -1.2%, AT treatment -8.0%, TSG101-PTAP inh -9.5%, a7 integrin act 13.3%, TCR act 3.5%[46.1 µM] and Chronic BCR inh 7.4%.
For O=S(=O)(c1ccc(S(=O)(=O)N2CCN(Cc3ccccc3)CC2)cc1)N1CCOCC1 the results were ELG1 repair inh 4.6%, Eya2 inh 6.2%, Tb PFK inh 4.4%, TSHR antag -7.7, Mito fusion yeast -0.6%, AT treatment -1.6% and Chronic BCR inh inconclusive.
Screening COC(=O)C1=NN(C(C)(C)CC(C)=O)C2C(=O)N(C3CCCCC3)C(=O)C12 (centres undefined) returned ELG1 repair inh -2.9%, Eya2 inh -6.4%, Tb PFK inh 5.8%, TSHR antag -3.6, ASM inhibitor -0.5%, Mito fusion yeast 3.4%, AT treatment -7.9%, TSG101-PTAP inh -4.0%, a7 integrin act 20.1%, TCR act 3.1% and Chronic BCR inh -0.9%.
CCOC(=O)c1c(OCC)[nH]c2c1cc(O)c1ccccc12 was read as ELG1 repair inh 20.6µM*, Eya2 inh -5.3%[15.4 µM], Tb PFK inh -7.1%, TSHR antag -6.2, ASM inhibitor -18.9%, Mito fusion yeast -3.4%, AT treatment -3.9%, TSG101-PTAP inh -7.2%, a7 integrin act -26.5%, TCR act 2.8% and Chronic BCR inh inconclusive.
Screening COc1cc2c(cc1OC)C(c1ccccc1)N(C(=O)c1ccccc1F)CC2 (centres undefined) returned ELG1 repair inh -26.8%, Eya2 inh -2.4%, Tb PFK inh -1.4%, TSHR antag 0.0, ASM inhibitor -0.6%, Mito fusion yeast -8.5%, AT treatment 14.0%, TSG101-PTAP inh 51.1%[activator], a7 integrin act -25.7%, TCR act -7.7% and Chronic BCR inh -2.9%.
CC(C)n1ncc2c(C(=O)Nc3ccc(S(N)(=O)=O)cc3)cc(C3CC3)nc21 was read as ELG1 repair inh inconclusive, Eya2 inh -0.2%, Tb PFK inh inconclusive, TSHR antag 8.9, ASM inhibitor 11.4%, Mito fusion yeast 6.2%, AT treatment 12.5%, TSG101-PTAP inh -11.4%, a7 integrin act -37.7%, TCR act 0.4% and Chronic BCR inh inconclusive.
`CC(C)(C)c1ccc(C(=O)N2CCC(C(=O)NCc3ccco3)CC2)cc1` gave ELG1 repair inh 20.3%, Eya2 inh 3.3%, Tb PFK inh -8.9%, TSHR antag -0.7, ASM inhibitor -0.6%, Mito fusion yeast -2.1%, AT treatment -0.5%, TSG101-PTAP inh -2.0%, a7 integrin act -22.6%, TCR act -3.7%[46.1 µM] and Chronic BCR inh -5.1%.

No enrichment for hits. About 3.2% of those tested had a hit in this group.
